Source: PubChem BioAssay
MBNL1-CUG inh: blocks human MBNL1 binding to CUG repeat RNA; Q9NR56; TR-FRET MBNL1-His/biotin-(CUG)12 binding, 665/545 ratio; Potency, µM (highest dose often 57.5 µM), inactives show at the highest dose activity change, negative = inhibition, most hits filed as inhibitors; 0.036% of 280,000 active; AID 2675; active = well fitted inhibition curve with a large enough effect in the signal ratio, with a control signal flat, not every such curve was filed as active; inconclusive = small, poorly fitted or top-dose-only effect, or effect the other way, or a change in a side signal; inactive = no such curve, though single readings can be large or run the other way; the % refers to the signal ratio; note: potency is the fitted concentration of half-maximal effect; % is set by controls: 0 for no effect and ±100 for the full control effect
Target sequence (Q9NR56 whole entry, looked up): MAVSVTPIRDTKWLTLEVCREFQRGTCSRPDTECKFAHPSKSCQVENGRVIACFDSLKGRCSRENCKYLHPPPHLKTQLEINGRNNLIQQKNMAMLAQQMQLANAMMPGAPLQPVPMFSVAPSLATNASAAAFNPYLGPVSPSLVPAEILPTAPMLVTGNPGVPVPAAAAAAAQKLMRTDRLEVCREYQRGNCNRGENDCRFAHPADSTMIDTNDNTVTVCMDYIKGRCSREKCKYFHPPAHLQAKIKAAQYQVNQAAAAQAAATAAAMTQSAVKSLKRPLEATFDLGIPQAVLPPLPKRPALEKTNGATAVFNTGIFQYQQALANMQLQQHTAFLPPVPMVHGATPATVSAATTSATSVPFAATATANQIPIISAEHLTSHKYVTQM
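Inhibition of protein-RNA binding appears as loss of TR-FRET between terbium anti-His antibody on MBNL1-His and streptavidin-XL665 on biotin-(CUG)12. Activity is normalized to buffer-only and uninhibited-complex controls.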
Coupling enz: inhibits coupling enzyme system, counter-screen for aldolase hits; coupling enzyme system counterscreen, AmpLite Red fluorescence; activity change, negative = inhibition, % at 58.2 µM, hits read low; 0.67% of 290,000 active; in the data active = activity change below about -30%; note: % is set by controls: 0 for no effect and ±100 for the full control effect
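Compounds tested against the coupling enzymes alone at 57.5 uM final; readout was AmpLite Red fluorescence (525/598 nm) after 20 min at RT.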
S-ASM inh: blocks human secretory acid sphingomyelinase; P17405; Potency, µM (top dose mostly 57.5 µM), without a hit: top-dose activity change, negative = inhibition, most hits filed as inhibitors; 0.006% of 340,000 active; placental ASM, HMU-PC fluorogenic substrate, 60 min; note: potency is the fitted concentration of half-maximal effect
Target sequence (P17405 47-631 limits assumed): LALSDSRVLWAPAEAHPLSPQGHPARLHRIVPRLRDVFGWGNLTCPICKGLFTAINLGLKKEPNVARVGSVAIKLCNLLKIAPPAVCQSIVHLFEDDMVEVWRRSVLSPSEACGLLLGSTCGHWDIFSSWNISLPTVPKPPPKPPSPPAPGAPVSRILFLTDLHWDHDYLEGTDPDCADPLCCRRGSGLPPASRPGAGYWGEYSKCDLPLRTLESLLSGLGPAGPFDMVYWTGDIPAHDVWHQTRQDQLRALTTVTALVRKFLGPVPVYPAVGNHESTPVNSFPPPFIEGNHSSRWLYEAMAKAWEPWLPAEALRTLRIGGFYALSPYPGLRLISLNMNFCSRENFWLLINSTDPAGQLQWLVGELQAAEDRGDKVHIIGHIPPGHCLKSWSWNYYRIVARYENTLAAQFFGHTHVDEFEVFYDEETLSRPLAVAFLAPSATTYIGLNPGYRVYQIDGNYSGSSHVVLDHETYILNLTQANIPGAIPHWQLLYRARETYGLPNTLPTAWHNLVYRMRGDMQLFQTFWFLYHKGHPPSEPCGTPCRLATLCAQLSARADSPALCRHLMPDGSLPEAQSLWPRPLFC
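Fluorogenic HMU-PC substrate (9 uM final) is turned over by placental ASM in 60 min at 37 C after a 10 min compound preincubation. Reaction ended by alkaline stop (pH 10), with fluorescence read at 386/447 nm.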
KCNH2 WT inh: blocks the wildtype human KCNH2 potassium channel; U2OS, BacMam KCNH2, thallium flux FluxOr; active compounds read low; AID 720551; 0.37% of 340,000 active; Q12809; activity change, % at 1.84 µM;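 active = maximum activity change below -70%; inconclusive = maximum activity change between -70% and -50%; inactive = maximum activity change above -50%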; note: % is set by controls: 0 for no effect and ±100 for the full control effect
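U2OS cells transduced with wild-type KCNH2 virus are loaded with FluxOr dye for 45 min, and thallium flux is measured in kinetic reads before and after stimulation buffer. Rate constants are normalized to DMSO controls.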
KCNH2 3.1 inh: KCNH2 3.1 (human) potassium channel inhibition. AID 720553. 0.95% of 340,000 active. U2OS KCNH2 3.1, thallium flux FluxOr; active compounds read low. activity change, % (tested at about 1.8 µM);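 active = maximum activity change below -70%; inconclusive = maximum activity change from -70% to -50%; inactive = maximum activity change above -50%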;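 note: thallium influx rate constant from kinetic fluorescence after stimulation buffer; % is set by controls: 0 for no effect and ±100 for the full control effect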
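Thallium flux via FluxOr fluorescence (Red40 quencher, 45 min loading) in U2OS cells virally expressing the KCNH2 3.1 isoform (1.77 x 10^8 /mL virus, overnight at 37 C). Rate constants from 2-min kinetic reads post-stimulation, normalised to positive and negative controls.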
a7 integrin act: activates integrin-mediated alleviation for muscular dystrophy; AID 624291; alpha7betagal myoblasts, beta-gal FDG fluorescence, 48 h; Potency, µM (titrated, usually from 38.3 µM), without a hit: top-dose activation, actives largely listed as activators; 0.064% of 350,000 active;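 note: potency is the fitted concentration of half-maximal effect; 100% = response of the positive control SU9516; nearly all actives have a fitted effect of over 60% in size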
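alpha7betagal+/- myoblasts (passage 13, 250/well) treated 48 h at 37C with compounds at 1:260 dilution of DMSO stock. Lysed, then beta-galactosidase activity read as FDG fluorescence (ex 480/em 540) after 30 min, with pre-read for autofluorescence.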
TRPV1 agonist: activates the human vanilloid receptor TRPV1 | Q8NER1 | activation, % at 8.33 µM | TRPV1-expressing cells, Fluo-8 calcium influx, agonist mode | 0.19% of 320,000 active; in the data active = activation above about 80%; inconclusive = between about 30% and that limit; note: 0% is about no effect
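Fluo-8 calcium influx in TRPV1-expressing cells, kinetic read (ex 480/em 520 nm). Compound added and read 3 min for agonist activity, followed by capsaicin at EC20 final and 2 min further read for enhancement.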
CXXC DNA block: MLL CXXC-DNA interaction inhibition; Q03164; MLL-CXXC / FITC-HOXA9 DNA fluorescence polarization; Potency, µM (top dose mostly 115 µM), inactives show at the highest dose activity change, negative = inhibition, actives largely listed as inhibitors; 0.037% of 290,000 active; AID 2662; active = well fitted inhibition curve with a large enough effect in the polarisation, with a control signal flat, not every such curve was filed as active; inconclusive = small, poorly fitted or top-dose-only effect, or effect the other way, or a change in a side signal; inactive = no such curve, though single readings can be large or run the other way; the % refers to the polarisation; note: potency is the fitted concentration of half-maximal effect
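Fluorescence polarization: 7 uM MLL-CXXC (stock) preincubated 5 min with compounds, then 50 nM fluorescein-HOX-A9 DNA (stock) added; 30 min ambient. Buffer 50 mM Tris-HCl pH 7.5, 50 mM NaCl, 1 mM DTT, 0.05% BSA.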
GALK inh: inhibitors of human galactokinase; P51570; Purified GALK, Kinase-Glo residual ATP luminescence; Potency, µM (doses to about 57.5 µM), for inactives: top-dose activity change, negative = inhibition, hits mostly inhibitors; 0.007% of 270,000 active; note: potency is the fitted concentration of half-maximal effect; % is set by controls: 0 for no effect and ±100 for the full control effect
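Kinase-Glo Plus luminescence measured ATP left after a 1 h room-temperature reaction. The reaction used 5 nM GALK, 100 uM galactose and 35 uM ATP at pH 8.0 (20 mM HEPES, 5 mM MgCl2, 60 mM NaCl, 1 mM DTT, 0.01% BSA).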
A-T KAP1 phos: candidate therapy for ataxia-telangiectasia. […] A-T fibroblasts, KAP-1 phosphorylation AlphaLISA; neocarzinostatin DNA damage 30 min before lysis. Potency, µM (top dose mostly 57.5 µM), for the others: at the top dose activation, hits mostly activators. 0.19% of 320,000 active; note: potency is the fitted concentration of half-maximal effect; % of control where 0% means no effect; nearly all actives have a fitted effect of over 45% in size
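hTERT-immortalized A-T patient fibroblasts ([…]), 500 cells/well in OPTI-MEM, 1% FBS, got compounds for 60 min, then NCS for 30 min at 37C. Lysates were then assayed for phospho-KAP-1 by AlphaLISA (anti-pKAP1 donor, anti-KAP1 acceptor beads), 6 hr at 25C.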
An asterisk follows results filed as active; i = inactive; ? = inconclusive; nt = not tested or not shown; [ ] = another dose, or the depositor's remark. Unless noted, calls come from the whole dose curve; as a rule, active = well fitted curve in the direction sought with a large enough effect; inconclusive = small, poorly fitted or top-dose-only effect, or another doubt; inactive = no such curve, though single readings can be large; an effect the other way counts as inactive or inconclusive.

SMILES	MBNL1-CUG inh	Coupling enz	S-ASM inh	KCNH2 WT inh	KCNH2 3.1 inh	a7 integrin act	TRPV1 agonist	CXXC DNA block	GALK inh	A-T KAP1 phos
CCOc1ccc(OCC)c(NC(=O)C2CCCN(S(=O)(=O)c3cccs3)C2)c1 (configuration not stated)	3.2%	-0.3	-6.7%	3.3	-6.1	-10.7%	21.7	6.2%	0.1%	-10.6%
COc1cc(C(=O)NC(=S)Nc2ccc(NC(=O)c3ccco3)cc2)cc(OC)c1OC	4.0%	2.8	-0.3%	1.4	-82.9*	25.6%	-0.7	-5.2%	1.7%	-4.4%
COC(=O)c1ccc(/C=C(\C#N)C(=O)NC(C)c2ccccc2)cc1 (configuration not stated)	-4.0%	1.3	-4.7%	3.0	-4.0	-33.5%[inhibitor]	-3.2	?	-4.8%	10.4%
CN(Cc1ccccc1)C(=O)c1cccc(NC(=O)Cc2ccc(NC(=O)C3CCCN(C(=O)CCc4ccccc4)C3)cc2)c1 (configuration not stated)	nt	nt	-2.9%	-2.0	6.4	10.2%	nt	nt	nt	nt
NS(=O)(=O)c1ccc(CCNC(=O)NC23CC4CC(CC(C4)C2)C3)cc1	-4.5%	2.2	4.2%	-2.8	2.7	-14.1%	7.0	12.6%	-1.2%	-3.8%
COc1ccc(/C=N/NC(=O)CNc2c(Br)cc(C)cc2Br)c(C(=O)O)c1OC	-2.7%	14.5	6.9%	0.6	0.3	4.7%	-4.2	-4.1%	-1.2%	-10.6%
O=C(Nc1ccccc1)C1CCCN1S(=O)(=O)c1ccc(Br)cc1 (configuration not stated)	-0.8%	-0.1	-4.5%	10.4	-7.6	23.1%	4.6	?	4.6%	17.1%
Cc1cc(=O)oc2cc(NC(=O)COc3cccc(C(F)(F)F)c3)ccc12	nt	nt	392.1%[activator]	-5.8	-18.4	-7.4%	-1.7	nt	nt	13.9%
CCOC(=O)N1CCN(C(=O)C(CC(C)C)NS(=O)(=O)c2ccc3c(c2)oc(=O)n3C)CC1 (configuration not stated)	0.2%	-1.6	-4.6%	14.6	-2.5	-3.8%	-1.1	-23.8%	0.2%	5.1%
CC1(C(=O)OCC(=O)Nc2cc(S(=O)(=O)N3CCOCC3)ccc2Cl)CC1(Cl)Cl (configuration not stated)	nt	nt	-3.9%	5.1	-17.6	-36.9%	nt	nt	nt	nt
COC(=O)c1cc2sccc2n1CC(=O)Nc1ccc(OC)c(OC)c1OC	-12.6%	5.7	-0.9%	11.0	21.4	11.1%	0.8	3.9%	-0.8%	-5.6%
Nc1c(C(=O)Nc2ccccc2)sc2nc3c(c(-c4ccco4)c12)CCC3	6.7%	-2.0	-22.0%	3.9	9.8	-52.6%[inhibitor]	7.7	-17.3%	1.3%	-5.7%
Cc1ccc(C)c(NC(=O)CSc2nnc(-c3ccco3)o2)c1	-6.0%	0.2	-0.2%	-6.1	4.0	-7.3%	3.5	6.3%	0.1%	-7.7%
CNC(=O)N(O)C1N(/N=C/c2ccc(N(C)C)cc2)C(=S)SC1(C)C (configuration not stated)	13.9%	0.6	22.0%	5.9	-6.0	?	-1.9	-5.5%	2.7%	6.8%
CCN1C(=O)CC(c2ccccc2)N(C2CCCC2)c2nc(Nc3ccc(C(=O)NC4CCN(C)CC4)cc3OC)ncc21 (configuration not stated)	nt	nt	-10.1%	-4.2	4.7	-16.9%	nt	nt	nt	5.6%
NC(=O)c1cnn(C2CCS(=O)(=O)C2)c1 (configuration not stated)	nt	1.6	-0.1%	0.6	8.3	9.4%	0.4	-2.0%	3.3%	3.0%
CCn1ncc(/C=C/C(=O)Nc2c(C)nn(CC)c2C)c1C	1.7%	3.3	-0.8%	2.5	2.3	3.8%	0.3	-3.2%	-0.2%	19.4%
NC(=S)c1cc2ccc(O)cc2oc1=O	?	4.1	i	-8.3	1.4	26.7%	2.4	6.9%	0.8%	-3.6%
CN1CCC(C2(O)c3ccccc3CCc3ccccc32)CC1	-3.7%	4.1	4.7%	-0.1	0.1	-19.3%	-3.5	3.2%	2.2%	nt
Cc1ccccc1NC(=O)Cc1nc(COC(=O)COc2ccc(C(C)(C)C)cc2)cs1	nt	nt	-6.8%	-15.1	-5.2	17.0%	3.3	nt	nt	-1.9%
CC(=O)OC(C)CS(=O)(=O)c1ccccc1 (configuration not stated)	-1.5%	0.5	1.6%	-0.7	1.4	-26.8%	-1.0	-1.0%	-1.6%	-0.7%
Cc1coc2cc3oc(=O)cc(C)c3cc12	5.3%	-1.1	29.5%	2.3	10.9	4.6%	-0.1	-1.5%	3.3%	3.7%
CC(NC(=O)C(c1ccccc1)c1ccccc1)c1ccc(S(N)(=O)=O)cc1 (configuration not stated)	-5.2%	-1.2	0.9%	0.3	-5.5	24.0%	9.1	7.5%	1.0%	-5.3%
Cc1cc(C(=O)Nc2ccc(Cl)cc2)c2ccccc2n1	5.7%	-2.5	-2.2%	-5.9	-5.7	12.2%	-2.1	-2.4%	3.7%	3.2%
CC(=O)Nc1ccc(NC(=O)COC(=O)c2cc(S(=O)(=O)N3CCCC3)ccc2O)cc1	nt	nt	-2.1%	-6.1	-7.4	-25.8%	nt	nt	nt	-3.6%
Cc1ccc(NC(=O)N2CCCN(Cc3ccc(F)cc3)C2)cc1C	-4.9%	0.4	2.8%	-3.6	-8.8	-59.7%[inhibitor]	22.2	1.3%	-0.5%	-1.4%
CN(c1cccc(NC(=O)c2cccc([N+](=O)[O-])c2)c1)S(C)(=O)=O	?	-10.4	-0.2%	-3.7	-8.1	4.5%	-5.5	12.0%	-1.7%	-1.6%
COc1cccc2cc(C(=O)n3ccc(C)n3)c(=O)oc12	?	2.1	-0.2%	-5.4	-4.2	0.2%	-0.5	-2.0%	0.1%	-4.3%
COc1cc(S(=O)(=O)NC2CCCC2)c(OC)cc1Cl	5.9%	2.7	-0.7%	-10.1	-10.5	11.1%	0.3	8.0%	-0.2%	3.0%
COc1ccc2c(c1)c1nnc(SCC(=O)Nc3ccccc3F)nc1n2C	10.3%	-3.4	1.8%	9.3	-4.2	0.0%	0.2	66.5%[activator]	-3.5%	0.4%
COc1cc(C(=O)N2CCN(S(=O)(=O)c3ccc(C)cc3)CC2)ccc1OCc1c(C)noc1C	9.9%	-0.8	-1.4%	-7.9	-3.7	-6.9%	-2.8	5.5%	8.3%	2.0%
CC12C(=O)N(c3ccc(OC(=O)c4ccco4)cc3)C(=O)C1C1c3ccccc3C2c2ccccc21 (configuration not stated)	nt	1.4	-0.8%	0.7	15.4	8.0%	-1.9	55.6%[activator]	0.6%	-2.3%
CC(=NNC(=O)c1ccc(NS(=O)(=O)c2cccs2)cc1)c1ccc(OCC(N)=O)cc1	nt	nt	-1.4%	-11.6	13.0	-26.2%	nt	nt	nt	9.8%
COc1ccccc1CNC(=O)COC(=O)CCN=C1NS(=O)(=O)c2ccccc21	nt	nt	-2.9%	9.9	1.1	0.6%	-0.8	nt	nt	-3.4%
O=C(CSc1nc2c(sc3ccccc32)c(=O)n1CCCN1CCCC1)NCc1ccco1	5.9%	1.0	20.2%	11.5	-13.2	-68.3%[inhibitor]	1.5	-0.5%	-0.2%	-1.6%
O=C(Nc1c2c(nn1-c1ccc([N+](=O)[O-])cc1)CS(=O)(=O)C2)c1ccccc1F	?	-1.9	-1.4%	0.7	-18.1	-20.0%	0.5	20.1%	-1.8%	9.9%
O=[N+]([O-])c1ccc(N/N=C2\CC3CC=CC23)c([N+](=O)[O-])c1 (configuration not stated)	?	0.3	-17.1%	-4.8	-4.1	-45.8%[inhibitor]	15.7	0.8%	-3.1%	-37.1%[inhibitor]
CCC(=O)N/N=C(\C)CC(=O)Nc1cc(Cl)ccc1C	-6.4%[11.5 µM]	0.2	4.7%	-9.7	14.1	14.8%	2.2	-0.7%	nt	2.1%
CCSc1nnc(-c2ccccc2N=Cc2c(C)[nH]n(-c3ccccc3)c2=O)c(=O)[nH]1	11.5%	-3.5	-4.5%	19.9	-1.7	17.9%	-0.7	-27.0%	nt	-4.3%
COc1ccc(CC(=O)Nc2ccccc2N2CCCCC2)cc1OC	nt	-0.1	-3.0%	-0.2	-3.5	-8.7%	7.7	5.0%	2.4%	-2.2%

One compound at a time (already shown). Order of screens: MBNL1-CUG inh	Coupling enz	S-ASM inh	KCNH2 WT inh	KCNH2 3.1 inh	a7 integrin act	TRPV1 agonist	CXXC DNA block	GALK inh	A-T KAP1 phos
Results for `CCOc1ccc(OCC)c(NC(=O)C2CCCN(S(=O)(=O)c3cccs3)C2)c1` (configuration not stated) : 3.2%	-0.3	-6.7%	3.3	-6.1	-10.7%	21.7	6.2%	0.1%	-10.6%
Results for `CCN1C(=O)CC(c2ccccc2)N(C2CCCC2)c2nc(Nc3ccc(C(=O)NC4CCN(C)CC4)cc3OC)ncc21` (configuration not stated) : nt	nt	-10.1%	-4.2	4.7	-16.9%	nt	nt	nt	5.6%

Outcome played no part in choosing rows. About 2% of those tested had a hit in this group.
